Pol eta inh: blocks human DNA polymerase eta activity; Q9Y253; recombinant Pol eta, fluorescent DNA replication assay; Potency, µM (titrated, usually from 114 µM), for inactives: at the top dose activity change, negative = inhibition, usual class: inhibitors; actives 1.2% (n = 390,000); AID 588591; also: potency is read from the fitted curve at half-maximal effect; % is scaled to controls: 0 for no effect and ±100 for the full control effect
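Pol eta (10 nM) was preincubated with compounds for 15 min at room temperature, after which fluorescent replication substrate (50 nM final) was added to start the reaction. Fluorescence was read kinetically at 0 and 10 min.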
Anesthetic bind: candidate novel general anesthetic via apoferritin binding; Potency, µM (titrated, usually from 77.5 µM), for the others: at the top dose activity change, negative = displacement, hits mostly inhibitors; AID 485281; P02791; apoferritin/1-aminoanthracene competitive binding, fluorescence; actives 0.074% (n = 350,000); also: potency is read from the fitted curve at half-maximal effect; % is scaled to controls: 0 for no effect and ±100 for the full control effect; nearly all actives have a fitted effect of over 20% in size
Target sequence (P02791 2-175 limits assumed): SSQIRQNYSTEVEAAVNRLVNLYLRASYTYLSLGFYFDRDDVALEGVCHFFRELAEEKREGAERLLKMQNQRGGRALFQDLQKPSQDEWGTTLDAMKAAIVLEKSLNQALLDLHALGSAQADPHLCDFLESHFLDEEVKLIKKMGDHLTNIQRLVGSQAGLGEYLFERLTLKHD
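Steps: apoferritin (10 uM) was premixed with half-saturated 1-AMA in PBS, compounds were pin-transferred, plates stood 10 min at room temperature, fluorescence was read at 380/535 nm, and curves were fitted with a Hill equation.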
BLM helicase inh: blocks DNA unwinding by human BLM helicase; P54132; Potency, µM (doses to about 56.1 µM), for the others: at the top dose activity change, negative = inhibition, hits mostly inhibitors; recombinant BLM DNA unwinding, fluorescence dequenching; AID 2528; actives 0.2% (n = 350,000);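 also: potency is read from the fitted curve at half-maximal effect; plate controls were vehicle for no effect and no enzyme for full effect; nearly all actives have a fitted effect of over 35% in size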
Pol beta inh: DNA polymerase beta (human) inhibition. P06746. Pol beta primer extension/strand displacement, fluorescence kinetic. Potency, µM (top dose mostly 114 µM), without a hit: top-dose activity change, negative = inhibition, actives largely listed as inhibitors. actives 1.3% (n = 340,000); also: potency is read from the fitted curve at half-maximal effect; % is scaled to controls: 0 for no effect and ±100 for the full control effect
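Homogeneous kinetic assay of primer extension and strand displacement by 10 nM Pol beta, preincubated 15 min at room temperature with compound before 50 nM substrate (final) was added. Read at 0 and 10 min; four-parameter Hill fit.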
PGK inhibitor: inhibitors of T. brucei phosphoglycerate kinase; P07378; PGK/GAPDH coupled, Kinase-Glo luminescence, 60 min; Potency, µM (doses to about 57.5 µM), inactives show at the highest dose activity change, negative = inhibition, most hits filed as inhibitors; actives 0.043% (n = 380,000); AID 602233; also: potency is read from the fitted curve at half-maximal effect; % is scaled to controls: 0 for no effect and ±100 for the full control effect; nearly all actives have a fitted effect of over 60% in size
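Luminescent ATP detection (Kinase-Glo Plus) follows a 60-minute room-temperature incubation, with wells lacking PGK as controls. Buffer: 100 mM TEA (pH 7.6), 5 mM MgCl2, 0.01% Tween-20. Coupling enzyme GAPDH (100 nM final) supplies unstable 1,3-BPG in-well.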
APE1 inh: inhibitors of human APE1 endonuclease; actives 0.35% (n = 350,000); P27695; AID 2517; recombinant APE1, TAMRA/BHQ-2 abasic DNA cleavage fluorescence; Potency, µM (series often up to 65.8 µM), for inactives: at the highest dose activity change, negative = inhibition, most hits filed as inhibitors;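 also: potency is read from the fitted curve at half-maximal effect; plate controls were vehicle for no effect and reference inhibitor for full effect; nearly all actives have a fitted effect of over 55% in size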
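Endonuclease cleavage of a quenched abasic-site DNA duplex (50 nM) by APE1 (0.75 nM) was tracked by TAMRA dequenching. Compounds were preincubated with enzyme 15 min at room temperature; data normalized to buffer-only and DMSO wells plus NSC13755 control.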
Pol kappa inh: blocks human DNA polymerase kappa activity | purified Pol kappa, fluorescent DNA synthesis assay, 10 min | Potency, µM (titrated, usually from 107 µM), for the others: at the top dose activity, negative = inhibition, usual class: inhibitors | actives 0.53% (n = 400,000); also: potency is read from the fitted curve at half-maximal effect; % is scaled to controls: 0 for no effect and ±100 for the full control effect
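Activity was followed as the change in fluorescence between reads at 0 and 10 min after starting the reaction with 50 nM substrate. Beforehand, 10 nM polymerase had been preincubated with compound for 15 min at room temperature.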
Pol iota inh: blocks human DNA polymerase iota activity. actives 1% (n = 390,000). Pol iota fluorescent replication assay, 10 min. Potency, µM (titrated, usually from 115 µM), for inactives: at the highest dose activity, negative = inhibition, actives largely listed as inhibitors; also: potency is read from the fitted curve at half-maximal effect
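Fluorescent replication assay read twice, at 0 min and 10 min after adding 50 nM (final) substrate. Enzyme (10 nM) and compounds were first incubated 15 min at room temperature; enzyme-free buffer wells were negative controls.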
RXFP1 antag: RXFP1 (human) relaxin receptor antagonism. Q9HBX9. HEK293-RXFP1, relaxin-stimulated cAMP HTRF, 30 min; active compounds read low. activity change, negative = inhibition, % at 57.5 µM. actives 0.59% (n = 350,000);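 active = activity change of -60% or lower, but not beyond a set lower limit; inconclusive = change between -60% and -40%, or beyond the set limit; inactive = change above -40%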; also: % is scaled to controls: 0 for no effect and ±100 for the full control effect
Target sequence (Q9HBX9 whole entry, looked up): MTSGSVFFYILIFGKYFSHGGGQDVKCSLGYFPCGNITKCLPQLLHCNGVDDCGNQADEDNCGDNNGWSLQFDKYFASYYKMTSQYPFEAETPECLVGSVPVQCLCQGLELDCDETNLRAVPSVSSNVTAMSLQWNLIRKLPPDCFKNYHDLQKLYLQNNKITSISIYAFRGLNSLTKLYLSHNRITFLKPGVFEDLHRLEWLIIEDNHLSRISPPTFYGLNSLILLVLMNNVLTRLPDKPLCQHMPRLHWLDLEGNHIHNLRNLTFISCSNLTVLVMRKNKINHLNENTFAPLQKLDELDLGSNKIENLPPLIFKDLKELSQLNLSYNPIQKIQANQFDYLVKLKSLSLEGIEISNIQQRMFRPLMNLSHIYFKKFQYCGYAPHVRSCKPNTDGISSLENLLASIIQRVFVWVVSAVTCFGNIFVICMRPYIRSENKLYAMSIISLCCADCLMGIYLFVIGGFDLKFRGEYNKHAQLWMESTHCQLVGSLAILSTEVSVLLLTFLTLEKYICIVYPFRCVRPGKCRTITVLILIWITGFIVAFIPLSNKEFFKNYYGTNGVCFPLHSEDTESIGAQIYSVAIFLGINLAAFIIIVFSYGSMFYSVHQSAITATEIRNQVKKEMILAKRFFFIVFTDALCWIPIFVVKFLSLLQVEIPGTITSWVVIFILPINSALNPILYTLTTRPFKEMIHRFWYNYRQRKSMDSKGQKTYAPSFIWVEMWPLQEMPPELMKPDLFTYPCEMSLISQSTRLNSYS
* hit, by the source's call; i = inactive; ? = inconclusive; · = not tested or not shown; & = joins results of further samples; [ ] = dose if it differs, or a comment. Unless noted, calls follow the shape of the dose curve; as a rule, active = well fitted curve in the direction sought with a large enough effect; inconclusive = small, poorly fitted or top-dose-only effect, or another doubt; inactive = no such curve, though single readings can be large; an effect the other way counts as inactive or inconclusive. Only part of the results is shown. The share of hits here may be higher or lower than overall.

mol,Pol eta inh,Anesthetic bind,BLM helicase inh,Pol beta inh,PGK inhibitor,APE1 inh,Pol kappa inh,Pol iota inh,RXFP1 antag
O=C(CNC(=O)c1ccc(Cl)cc1)OCN1C(=O)c2ccccc2C1=O,3%,·,·,·,-2%,16%,-2%,14%,-15
CCC[C@@H](CN1CCC[C@H]1CN1C(N)=NC[C@H]1C(C)C)N1C[C@@H](Cc2ccccc2)N(CCCC2CCCC2)C1=N,-23%,·,·,·,6%,13%,-7%,-3%,·
CC1CCN(C(=O)Cn2nnc(-c3ccc(N)cc3)n2)CC1,-7%,-3%,-1%,-8%,-10%,7%,-2%,-19%,20
O=C(CN1C(=O)CCSc2ccccc21)Nc1ccc2c(c1)OCO2,-8%,-20%,-2%,-13%,i,-6%,-6%,13%,-1
Cc1ccc(OCCn2cnc3c(N)ncnc32)cc1,-7%,-11%,0%,20%,-2%,-4%,-7%,-2%,-2
O=C1C=C(c2cc(F)ccc2F)C[C@@H](c2ccc(F)cc2)C1,-19%,·,·,·,-9%,-13%,7%,19%,·
O=C(CCN1C(=O)c2ccccc2C1=O)Oc1ccc2ccccc2c1,3%,-10%,-3%,5%,-1%,-6%,-7%,4%,9
Cc1nccn1-c1ccc(C(F)(F)F)cc1NC=O,-10%,-9%,0%,-18%,-2%,-2%,-10%,10%,7
O=C(NC1CCN(Cc2ccccc2)CC1)C1COc2ccccc2O1 (stereo not drawn),-11%,-13%,2%,-3%,-6%,-1%,0%,30%[activator],-1
COc1cccc(C(=O)NCc2cccnc2)c1,-16%,2%,2%,5%,0%,-2%,-10%,12%,20
CCC(C)(C(=O)NC1CCCC1)N(C(=O)CC1NC(=O)NC1=O)c1ccc(C)cc1 (stereo not drawn),-11%,-5%,-10%,-15%,5%,0%,-5%,24%,0
Cc1c(C(=O)NCCc2ccc3c(c2)OCCO3)oc2ccccc12,-7%,-13%,-8%,-9%,0%,2%,0%,14%,-5
CN(C)c1ccc(C(CC(=O)c2ccccc2)C2CCCCC2=O)cc1 (stereo not drawn),-20%,1%,-1%,2%,1%,3%,4%,26%,-16
Cc1cc(Cl)ccc1OCc1nc(-c2ccc(O)cc2)n[nH]1,5%,-14%,-9%,-14%,-1%,-1%,-11%,16%,18
COc1ccc(CNc2nc(-c3ccoc3)nc3ccccc23)c(OC)c1,·,-15%,-6%,·,·,-7%,-4%[60.1 µM],·,·
CN1CCc2c(C#N)c(N3CCCCC3)nc(NCc3ccccc3)c2C1,-12%,6%,13%,?,-4%,-1%,-9%,16%,-8
COc1ccc(N2C(=O)CC(N3CCN(S(=O)(=O)c4c(F)cccc4F)CC3)C2=O)cc1OC (stereo not drawn),-8%,-13%,-3%,8%,-5%,1%,-24%,16%,3
Cn1cc(/C=C(\C#N)C(=O)Nc2ncc(Cc3cccc(Cl)c3)s2)c2ccccc21,·,3%,-9%,7%,·,1%,·,·,·
CC1CC(=O)N(c2ccc(NCCc3ccc(O)cc3)c([N+](=O)[O-])c2)C1=O (stereo not drawn),-20%,?,2%,1%,7%,10%,-7%,14%,-23
Cc1ccc(C(=O)NCCSc2ccc(Cl)cc2)cc1S(=O)(=O)Nc1ccccc1,-14%,-7%,-16%,11%,-2%,-11%,-25%,-1%,-16
CN(C)/C=N/C1=C(C#N)C(c2ccc(Br)cc2)c2ccc3ccccc3c2O1 (stereo not drawn),-25%,0%,-8%,-2%,9%,56%[activator],-17%,32%[activator],-11
CCOc1cc(C)c(S(=O)(=O)Nc2ccc(Cl)cn2)cc1C,-12%,?,-6%,-13%,-3%,-5%,-36%,5%,-4
Cc1cccc(NC(=O)c2ccc(-c3ccccc3[N+](=O)[O-])o2)c1,-15%,-16%,-7%,9%,-2%,21%,?,96%[activator],-10
O/N=C1/CC/C(=N\O)c2nn(-c3ccccc3)nc21,-15%,-4%,-2%,-6%,-6%,3%,-2%,67%[activator],-1
COc1ccc(CC(=O)N(C)CC(=O)Nc2ccccc2SC)cc1,-24%,-3%,1%,42%,2%,33%[12.4 µM],-4%,170%[activator],-10
COc1ccc(CNC(=O)c2cc(C3CC3)nc3c2cnn3C(C)C)cc1,-19%,·,·,·,-1%,-3%,-3%,6%,-16
CCn1cc(C(=O)OC)c(=O)c2ccc(C)nc21,-10%,-7%,0%,1%,-6%,-3%,-1%,104%[activator],6
O=C(O)c1ccc(CNCc2cccc(Oc3ccccc3)c2)cc1,1%,-5%,-5%,-2%,-3%,4%,-25%,-12%,0
COc1ccc(/C=C(/NC(=O)c2ccccc2)c2nc3ccc(Cl)cc3[nH]2)cc1OC,-2%,4%,-8%,2%,-7%,-7%,1%,17%,-3
CCCC(=O)NC1CCc2cc(OC)c(OC)c(OC)c2-c2ccc(OC)c(=O)cc21 (stereo not drawn),-12%,·,·,·,-4%,·,-15%,9%,-3
Cc1cc(=O)oc2cc(OCCSc3nnc(-c4ccccc4)o3)ccc12,-13%,-14%,-15%,16%,-1%,5%,-6%,176%[activator],5
CCCc1nnc(NC(=O)CCC(=O)N2CCN(S(=O)(=O)c3ccc(C)cc3)CC2)s1,-19%,5%,-5%,6%,7%,3%,4%,-2%,-5
CC(Oc1ccccc1F)C(=O)NNC(=O)c1ccc(F)c(S(=O)(=O)N2CCOCC2)c1 (stereo not drawn),-16%,-4%,-2%,4%,-10%,-7%,-1%,23%,-14
Cc1cccc(C)c1NC(=O)CNC(=O)C1CCCN(C(=O)c2ccc(Cl)cc2)C1 (stereo not drawn),-7%,·,·,·,0%,4%,-11%,12%,3
Cc1ccc(CN2CCN(Cc3c(C)nn(-c4ccc(F)cc4)c3C)CC2CCO)o1 (stereo not drawn),-19%,-5%,-3%,-2%,0%,2%,-8%,1%,7
COc1ccc(C(=O)Nc2cccc(C(=O)N3CCCCC3)c2)cc1,-14%,-13%,0%,13%,-13%,29%,-2%,-6%,-2
CC(C)(COC(=O)C(c1ccccc1)c1ccccc1)CN1CCOCC1,-14%,·,·,·,i,·,-6%,2%,-17
CCCNC(=O)c1ccc(COc2ccc(CCC)cc2OC)o1,-3%,-4%,-5%,42%,-4%,-21%,-7%,21%,-6
C=CCOC(=O)C1=C(C)OC(N)=C(C#N)C1c1ccc(OC)c(CSc2ccccn2)c1 (stereo not drawn),-28%,-15%,-10%,-8%,-1%,-4%,-3%,3%,4
CC1(C)C2CCC1(C)C(OC(=O)c1ccccc1C(=O)O)C2 (stereo not drawn),3%,-14%,-3%,29%,-9%,0%,-5%,29%,-6
C=CCC[C@@H](Cc1ccc(F)cc1)C(=O)OC[C@@H](Cc1c[nH]c2ccccc12)NC(=O)[C@@H](CC=C)CC(=O)N[C@H](CO)Cc1ccccc1,-10%,·,·,·,9%,-12%,-2%,17%,·
CC(=O)C1=C(c2cccc([N+](=O)[O-])c2)N(C(C)=O)n2c(nnc2-c2ccc(C)cc2)S1,-13%,-9%,-12%,?,-6%,·,4%[60.1 µM],4%,-9
Cc1ccc(S(=O)(=O)N2CCCCC2)cc1NC(=O)c1cnccn1,0%,·,·,·,i,5%,-6%,32%[activator],-3
COc1ccc(C(=O)/C=C\c2ccc(NC(=O)c3cccs3)cc2)cc1,-9%,2%,-5%,-12%,-8%,-8%,-15%,5%,-2
O=C(NCCN1C(=O)S/C(=C\c2cccs2)C1=O)[C@H](Cc1ccccc1)N1C(=O)c2ccccc2C1=O,·,1%,5%,-1%,·,1%,·,·,·
COc1ccc2ncc(OC(C)=O)cc2c1,-8%,1%,4%,-17%,1%,3%,-2%,10%,9
COC(=O)c1ccc(NC(=O)Cn2c(=O)oc3ccccc32)cc1,-18%,-3%,-4%,?,-14%,·,-2%,-10%,1
COc1ccccc1CC(=O)Nc1ccc(S(=O)(=O)N2CCN(C)CC2)cc1,-18%,-8%,-4%,3%,2%,8%,-3%,18%,-2
CCc1nn(CCCC(=O)NCc2ccc(OC(C)C)cc2)c(=O)c2cc3occc3n12,-3%,-16%&6%,0%&0%,-1%&-18%,-5%,28%,-5%&-6%,1%&17%,-7&-6
CCCN1CCN(C(=O)C2CCN(c3ncnc4c3nc3n4CCCCC3)CC2)CC1,8%,5%,-1%,6%,-9%,-8%,7%,-4%,2
COC(=O)C1CCN(C(=O)COC(=O)/C=C/c2ccc(O)c(OC)c2)CC1,1%,·,·,·,-3%,16%,-15%,20%,3
Cc1ccc(C)c(-n2nnnc2SCC(=O)NNC(=O)c2ccco2)c1,-8%,-13%,-2%,10%,6%,0%,-18%,1%,10
COc1ccc(N(C(=O)COc2ccc(C)cc2)S(=O)(=O)c2ccc(C)cc2)cc1,-16%,2%,-3%,2%,i,-9%,-8%,2%,-3
Cc1ccc(C(=O)c2coc3c2C(=O)C(=O)c2ccccc2-3)cc1,-5%,-14%,-1%,5%,·,-11%,1%,20%,5

Of the compounds above, 4 contain a cyano group.
mol,Pol eta inh,Anesthetic bind,BLM helicase inh,Pol beta inh,PGK inhibitor,APE1 inh,Pol kappa inh,Pol iota inh,RXFP1 antag
CN1CCc2c(C#N)c(N3CCCCC3)nc(NCc3ccccc3)c2C1,-12%,6%,13%,?,-4%,-1%,-9%,16%,-8
Cn1cc(/C=C(\C#N)C(=O)Nc2ncc(Cc3cccc(Cl)c3)s2)c2ccccc21,·,3%,-9%,7%,·,1%,·,·,·
CN(C)/C=N/C1=C(C#N)C(c2ccc(Br)cc2)c2ccc3ccccc3c2O1 (stereo not drawn),-25%,0%,-8%,-2%,9%,56%[activator],-17%,32%[activator],-11
C=CCOC(=O)C1=C(C)OC(N)=C(C#N)C1c1ccc(OC)c(CSc2ccccn2)c1 (stereo not drawn),-28%,-15%,-10%,-8%,-1%,-4%,-3%,3%,4
